# Compound activity (PubChem)
# NPC1 promoter act – activates the NPC1 promoter. Huh7 NPC1 promoter luciferase reporter, 24 h. Potency, µM (highest dose often 9.22 µM), for the others: at the highest dose activation, usual class: activators. 320,000 tested, 2.4% active. AID 485313;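 further: potency means the concentration at half of the fitted maximal effect; % of control where 0% means no effect; nearly all actives have a fitted effect of over 60% in size; reporter is driven by a mutant NPC1 promoter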
#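 Stable NPC1-promoter luciferase Huh7 line; cpd (DMSO) 24 h, 37 °C, 5% CO2; Amplite luciferase reagent 10 min RT; luminescence readout. qHTS format.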
# PKM2 act – increases activity of human pyruvate kinase M2 | Potency, µM (top dose mostly 57.5 µM), for the others: at the highest dose activation, most hits filed as activators | P14618 | purified PKM2, Kinase-Glo ATP luminescence, activation; response scale: 0% is enzyme alone, no compound | 260,000 tested, 0.34% active; further: potency means the concentration at half of the fitted maximal effect; on the % scale 0 is the no-effect control and ±100 the full control effect; nearly all actives have a fitted effect of over 55% in size
#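 Purified hPK-M2 (>95%) run at intermediate activity with 0.1 mM ADP and 0.5 mM PEP in 50 mM imidazole pH 7.2, KCl, MgCl2; 1 h room temperature. ATP formed read by Kinase-Glo luminescence; normalized to uninhibited and no-enzyme controls.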
# MBNL1 CUG block – inhibitors of human MBNL1 binding to CUG repeat RNA; Q9NR56; TR-FRET MBNL1-His/biotin-(CUG)12 binding, 665/545 ratio; Potency, µM (doses to about 57.5 µM), without a hit: at the top dose activity change, negative = inhibition, most hits filed as inhibitors; 280,000 tested, 0.036% active; AID 2675; active means well fitted inhibition curve with a large enough effect in the signal ratio, with a control signal flat, not every such curve was filed as active; inconclusive means small, poorly fitted or top-dose-only effect, or effect the other way, or a change in a side signal; inactive means no such curve, though single readings can be large or run the other way; the % refers to the signal ratio; further: potency means the concentration at half of the fitted maximal effect; on the % scale 0 is the no-effect control and ±100 the full control effect
# Target sequence (Q9NR56 whole entry, looked up): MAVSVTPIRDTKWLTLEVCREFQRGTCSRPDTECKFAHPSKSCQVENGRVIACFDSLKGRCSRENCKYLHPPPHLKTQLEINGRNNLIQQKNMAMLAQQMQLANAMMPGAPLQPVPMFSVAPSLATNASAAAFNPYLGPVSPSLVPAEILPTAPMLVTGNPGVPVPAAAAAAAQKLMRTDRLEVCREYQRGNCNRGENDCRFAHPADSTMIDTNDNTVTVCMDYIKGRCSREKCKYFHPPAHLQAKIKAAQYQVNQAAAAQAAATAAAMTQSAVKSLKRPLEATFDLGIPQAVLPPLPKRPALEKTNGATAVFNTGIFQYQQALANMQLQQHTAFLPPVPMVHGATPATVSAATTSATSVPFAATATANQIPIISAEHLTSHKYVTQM
#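 Ratiometric TR-FRET (665 over 545 nm, excitation 340 nm) tracks disruption of MBNL1-His/biotin-(CUG)12 complex after 60 min at room temperature, with compounds at 92 nM to 58 uM final.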
# RORg inh – blocks mouse ROR gamma transcriptional activity; P51450; Drosophila S2 Gal4-RORgamma UAS-luciferase reporter, 20 h; Potency, µM (top dose mostly 53.6 µM), for inactives: top-dose activity change, negative = inhibition, actives largely listed as inhibitors; 310,000 tested, 5.4% active; AID 2551; further: potency means the concentration at half of the fitted maximal effect; on the % scale 0 is the no-effect control and ±100 the full control effect; nearly all actives have a fitted effect of over 60% in size
#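 Compounds are pin-transferred onto Drosophila Schneider cells expressing a copper-inducible Gal4–ROR gamma transactivation domain fusion. After 1 hr, copper sulfate is added to 700 uM final; luciferase is read 20 hr later.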
# Rab9 promoter act – activates the Rab9 promoter | 320,000 tested, 2.8% active | AID 485297 | Huh7 Rab9 promoter-luciferase reporter, luminescence, 24 h | Potency, µM (highest dose often 9.22 µM), inactives show at the highest dose activation, negative = inhibition, usual class: activators; further: potency means the concentration at half of the fitted maximal effect; % of control where 0% means no effect; nearly all actives have a fitted effect of over 60% in size
#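 Huh7 cells stably carrying a Rab9 promoter-luciferase reporter, 1500 cells per well in OP-MEM I with 10% FBS, treated with compound 24 hours at 37C. Luciferase activity read by luminescence after 10 minutes with Amplite reagent.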
# Menin MLL FP TR – inhibitors of human menin-MLL interaction, mutant MLL peptide | AID 1768 | Potency, µM (doses to about 61.6 µM), inactives show at the highest dose FP activity change, negative = inhibition, most hits filed as inhibitors | O00255 | Menin + Texas Red MLL mutant peptide, fluorescence polarization | 270,000 tested, 0.23% active; active means well fitted inhibition curve with a large enough effect in the polarisation, with a control signal flat, not every such curve was filed as active; inconclusive means small, poorly fitted or top-dose-only effect, or effect the other way, or a change in a side signal; inactive means no such curve, though single readings can be large or run the other way; the % refers to the polarisation; further: potency means the concentration at half of the fitted maximal effect; % of control where 0% means no effect; many of its hits are not listed in these tables
# ELG1 repair inh – ELG1-dependent DNA repair inhibition; HEK293T ELG1-luciferase reporter, luminescence, 16 h; DNA damage induced by 5-fluorouridine; Potency, µM (highest dose often 46.1 µM), for the others: at the highest dose activity change, negative = inhibition, usual class: inhibitors; AID 504467; 330,000 tested, 2.3% active; further: potency means the concentration at half of the fitted maximal effect; on the % scale 0 is the no-effect control and ±100 the full control effect; nearly all actives have a fitted effect of over 55% in size
#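 Quantitative HTS, concentration-response format. 2,000 cells/well co-treated with 5-fluorouridine and compound, 16 hr in 5% CO2 at 37 °C; ONE-Glo luminescence read after 30 min.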
# FLuc counter – counter-screen for miR-21 project: firefly luciferase inhibitors or activators; Potency, µM (series often up to 57.5 µM), for the others: at the highest dose activity change, negative = inhibition, hits mostly inhibitors; 360,000 tested, 6.9% active; purified FLuc, Km substrates, luminescence inhibition; P08659;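 further: potency means the concentration at half of the fitted maximal effect; plate controls were vehicle for no effect and reference inhibitor for full effect; nearly all actives have a fitted effect of over 55% in size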
# Target sequence (P08659 whole entry, looked up): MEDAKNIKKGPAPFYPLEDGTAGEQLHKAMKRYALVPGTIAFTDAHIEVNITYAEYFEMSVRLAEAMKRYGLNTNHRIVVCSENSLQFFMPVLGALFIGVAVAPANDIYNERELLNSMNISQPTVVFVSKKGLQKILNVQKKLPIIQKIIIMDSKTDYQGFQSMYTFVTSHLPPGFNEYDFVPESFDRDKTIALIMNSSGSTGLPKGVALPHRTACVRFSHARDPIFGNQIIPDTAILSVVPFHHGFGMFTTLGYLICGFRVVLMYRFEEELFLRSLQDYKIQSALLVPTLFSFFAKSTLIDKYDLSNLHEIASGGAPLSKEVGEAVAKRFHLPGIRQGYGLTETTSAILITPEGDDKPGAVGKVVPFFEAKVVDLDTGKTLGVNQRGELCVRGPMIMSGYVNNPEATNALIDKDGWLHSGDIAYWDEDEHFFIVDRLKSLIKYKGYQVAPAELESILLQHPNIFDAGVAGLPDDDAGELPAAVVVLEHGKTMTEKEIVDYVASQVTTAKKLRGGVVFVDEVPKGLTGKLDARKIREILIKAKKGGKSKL
#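 Purified P. pyralis luciferase, 10 nM final, with Km-level 10 uM D-luciferin and 10 uM ATP in 50 mM Tris acetate pH 7.5, 10 mM Mg acetate, 0.01% Tween-20, 0.05% BSA; 6-point qHTS titration about 60 µM downward; luminescence read.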
# VP16 counter – Gal4-VP16 reporter inhibition counter-screen. Drosophila S2 Gal4-VP16 UAS-luciferase, luminescence, 20 h. Potency, µM (series often up to 53.6 µM), inactives show top-dose activity, negative = inhibition, hits mostly inhibitors. 310,000 tested, 3.5% active;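 further: Gal4-VP16 expression switched on by copper sulfate through the metallothionein promoter; potency means the concentration at half of the fitted maximal effect; on the % scale 0 is the no-effect control and ±100 the full control effect; nearly all actives have a fitted effect of over 50% in size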
# Mito fusion yeast – mitochondrial division inhibition or fusion activation; S. cerevisiae fusion-defective mutant growth rescue, CellTiterGlo 48 h; Potency, µM (series often up to 46.1 µM), for inactives: at the top dose growth rescue (activation), hits mostly activators; 320,000 tested, 0.23% active; AID 485298;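 further: potency means the concentration at half of the fitted maximal effect; % of control where 0% means no effect; nearly all actives have a fitted effect of over 45% in size; temperature-sensitive fusion mutants such as fzo1-1 at 37 °C on non-fermentable ethanol glycerol medium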
#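 Yeast fusion mutant, YPEG (non-fermentable carbon), compound, 48 h at 37C non-permissive; CellTiterGlo added, 10 min RT, luminescence read. Rescued growth = division inhibition.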
# KCNH2 3.1 inh – blocks the human KCNH2 3.1 channel isoform; 340,000 tested, 0.95% active; U2OS KCNH2 3.1, thallium flux FluxOr; stronger effect = lower value; activity change, % (tested at about 1.8 µM);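 active means maximum activity change below -70%; inconclusive means maximum activity change from -70% to -50%; inactive means maximum activity change above -50%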;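 further: thallium influx rate constant from kinetic fluorescence after stimulation buffer; on the % scale 0 is the no-effect control and ±100 the full control effect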
#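 Kinetic fluorescence (2 min after stimulation buffer) measures Tl+ influx through KCNH2 3.1 expressed by viral transduction in U2OS cells; the rate constant is normalized against DMSO controls serving as positive and negative references.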
# Numbers without * were called inactive; ? = inconclusive; . = no result given; [ ] = dose if it differs, or a comment. Unless noted, the call rests on the fitted dose curve; in most records, active means well fitted curve in the direction sought with a large enough effect; inconclusive means small, poorly fitted or top-dose-only effect, or another doubt; inactive means no such curve, though single readings can be large; an effect the other way counts as inactive or inconclusive. Some of the compounds tested; rates above refer to the full screens.
SMILES,NPC1 promoter act,PKM2 act,MBNL1 CUG block,RORg inh,Rab9 promoter act,Menin MLL FP TR,ELG1 repair inh,FLuc counter,VP16 counter,Mito fusion yeast,KCNH2 3.1 inh
C=CCNC(=O)N[C@@H](Cc1ccccc1)C(=O)OC,-1%,-7%,.,7%,3%,.,9%,-1%,-6%,-6%,5
CCN(CC)S(=O)(=O)c1ccc(OC)c(NC(=O)COc2ccccc2[N+](=O)[O-])c1,-3%,-2%,-7%,1%,-9%,-4%,22%,1%,7%,4%,9
O=C(NCc1ccc(F)cc1)C1CCCN(S(=O)(=O)c2cccnc2)C1 (stereo unspecified),1%,2%,-8%,26%,2%,3%,0%,6%,-3%,1%,7
O=C1CN(C(=O)COc2ncnc3ccccc23)c2ccccc2N1,7%,-2%,8%,-1%,0%,-5%,-17%,2%,-10%,?,6
COc1cc(NC(=O)C/C(C)=N/NC(=O)c2cccs2)c(OC)cc1Cl,3%,-23%,4%,?,2%,20%,?,-16%,-90%,3%,-2
O=CN1CCN(C2CC(=O)N(c3ccc4c(c3)OCO4)C2=O)CC1 (stereo unspecified),1%,0%,-11%,-16%,1%,-4%,6%,1%,3%,2%,-8
CCOCCCN(C)C1CCN(C(=O)c2oc3ccccc3c2NC(=O)Cc2cccc([N+](=O)[O-])c2)CC1,-1%,.,18%,-6%,2%,.,-1%,2%,-1%,-2%,-104*
COc1ccc(NC(=O)c2ccc(-c3ccc(OC)cc3)s2)cc1,-6%,3%,5%,-16%,3%,28%,13%,-1%,-9%,0%,1
O=S(=O)(Nc1ccccn1)c1cc(Cl)ccc1Cl,0%,.,6%,9%,2%,-6%,0%,-1%,2%,-3%,-2
c1ccc2cc(OCCN3CCCC3)ccc2c1,-5%,5%,-4%,-6%,0%,-1%,9%,5%,-4%,-3%,11
Oc1ccc(/C=N/Nc2ncc(Br)cn2)c(O)c1,?,-4%,17%,?,?,?,?,11µM*,?,2%,8
Fc1ccc(-c2nnc(Cc3nnc(-c4ccc(F)cc4)o3)o2)cc1,-2%,-8%,-2%,5µM*,0%,-10%,-15%,-1%,?,3%,-6
COc1ccccc1NC(=O)Cc1nn(C)c(=O)c2ccccc12,-15%,-1%,-15%,6%[0.365 µM],-22%,0%,-26%,2%,.,3%,-7
CC(=O)Nc1cc(O)cc(O)c1,1%,-5%,4%,5%,-1%,18%,12%,-1%,1%,14%,20
CC(=O)Nc1ccc(S(=O)(=O)N(C)CC(=O)OC(C)C(=O)NC2CCCC2)cc1 (stereo unspecified),3%,-9%,0%,-26%,-1%,.,0%,-2%,4%,3%,.
CC(=O)N1CCC(c2c[nH]c3ccccc23)CC1,1%,10%,-18%,-9%,-6%,.,-14%,-1%,-1%,0%,-3
O=C(O)C1CSC(c2ccccc2Cl)N1C(=O)c1ccc(Cl)cc1 (stereo unspecified),-3%,0%,-4%,4%,-14%,-2%,-7%,2%,-4%,-5%,-5
COc1ccc(NC(=O)CN(C)C(=O)c2cccc3ccccc23)cc1,-3%,.,.,.,1%,.,8%,2%,.,0%,-5
COC(=O)c1ccc(CNC(=O)C23CC4CC(CC(C4)C2)C3)cc1,0%,-1%,-8%,-2%,-7%,2%,-4%,-2%,3%,20%,2
COc1ccc(C(=O)NC(=S)N2CCOCC2)cc1OC,-3%,4%,-6%,11µM*,-3%,5%,4%,0%,?,-10%,0
Cc1cc([N+](=O)[O-])cc(/C=N\NC(=O)C2COc3ccccc3O2)c1O (stereo unspecified),-1%,-9%,7%,2.2µM*,-2%,.,21µM*,-13%,4.5µM*,8%,6
Cc1cc(C)nc(CCNC(=O)c2cc(COc3c(C)cccc3C)on2)n1,3%,3%,-4%,16%,18%,.,1%,?,27%,-2%,-20
CCOC(=O)C1=C(SCC)c2cc3c(n2C1=O)CCCC3,0%,-23%,?,?,-2%,?,-29%,?,20%,8%,-7
Cc1ccc2c(c1)NCCO2,-1%,22%,-2%,-1%,4%,4%,10%,1%,4%,2%,10
CCN(Cc1ccncc1)Cc1ccc(OC)cc1OC,-1%,2%,3%,-24%,0%,-11%,-3%,-1%,-3%,-10%,-17
COc1ccc(Cl)cc1NS(=O)(=O)c1cccc(C(=O)NCC2CCCO2)c1 (stereo unspecified),-4%,1%,0%,-22%,1%,.,-4%,6%,1%,3%,.
Cc1cc(C)cc(NC(=O)c2cc(C)nn2C)c1,-2%,1%,-4%[11.5 µM],16%,4%,-10%,17%,?,1%,-14%,-1
O=C1c2cccc3cccc(c23)C(=O)N1CCCN(C(=O)c1cccs1)c1cccc(F)c1,-3%,2%,.,-7%,-4%,0%,-28%,-1%,-3%,0%,-23
Cc1ccc(-c2c3c(=O)n(C)c(=O)n(C)c3cn2CCCN2CCOCC2)cc1,-1%,-3%,9%,14%,0%,-29%,?,-2%,5%,-3%,3
Cc1cc(C(=O)CSc2nncs2)c(C)n1-c1ccc2c(c1)OCO2,?,-21%,-4%,?,2.2µM*,-1%,?,19µM*,?,12%,-5
O=C(O)c1c2c(nc3ccccc13)/C(=C/c1ccc(OC(F)F)cc1)CCC2,?,2%,16%,36%,?,40%[activator],?,12µM*,-8%,0%,11
CCC1SC(C)C/C(=N/NC(N)=O)C1C (stereo unspecified),-4%,2%,3%,31%,-4%,.,?,-1%,-8%,-2%,0
Cc1nnc(SCC(=O)NC(C)(C)C)n1NCc1ccc(N(C)C)cc1,1%,0%,-1%,1%,0%,-9%,0%,-2%,1%,1%,3
N#C/C(=C/c1ccc(F)cc1)S(=O)(=O)c1ccccc1,2%,?,-12%,-6%,0%,.,?,-10%,?,-1%,16
COc1cc2ccc(=O)oc2cc1O,1%,.,.,11%,-4%,-2%[24.8 µM],7%,12%,-20%,-2%,-11
CC(=O)c1c(C)n(CCc2ccc(Cl)cc2)c2ccc(O)cc12,-9%,4%,-1%,1%[1.91 µM],-1%,15%,-13%,-2%,-1%,1%,11
C/C(Cn1nnc([N+](=O)[O-])n1)=N\NC(=O)c1ccccc1,1%,3%,?,10µM*,-2%,-1%,25%,0%,?,-7%,8
CN(CCNC(=O)C1CCCN(c2ncnc3c2nc2n3CCCCC2)C1)Cc1ccccc1 (stereo unspecified),-4%,.,-4%,-8%,-4%,-11%,-8%,-2%,0%,-3%,-7
O=C(COC(=O)/C=C/c1ccccc1)Nc1nnc(-c2ccccc2)o1,-3%,.,.,.,4%,.,-1%,2%,.,4%,-4
CN(Cc1ccccc1)C(=O)CN(Cc1ccccc1)S(C)(=O)=O,-3%,1%,?,-10%,-3%,1%,-4%,3%,6%,2%,-2
COc1ccc(CN2C3CCCC2CC(NC(=O)Nc2cccc(C)c2)C3)cc1 (stereo unspecified),-1%,-13%,-4%,7%,-1%,8%,0%,-2%,-5%,3%,-114*
CCOc1ccc(CC(=O)NNC(=S)Nc2ccccc2)cc1Br,-4%,-4%,-7%,-22%,-3%,2%,7%,1%,-18%,-4%,2
Cc1ccc(S(=O)(=O)c2c(CO)c(-c3ccccc3)nn2C)cc1,-5%,5%,-2%,45%,-2%,9%,?,0%,-6%,-5%,1
O=C(c1ccc(S(=O)(=O)c2ccc(Cl)cc2)cc1)N1CCOCC1,0%,0%,5%,24%,-10%,7%,0%,0%,5%,3%,10
C[C@H](N)C(=O)OCc1ccc([N+](=O)[O-])cc1,1%,-11%,17%,-1%,-3%,.,6%,-1%,-3%,3%,-4
O=C(O)COc1ccccc1C1C2C(=O)N(c3ccccc3)C(=O)C2ON1c1ccccc1 (stereo unspecified),-5%,1%,-3%,7%,5%,?,6%,0%,10%,1%,3
COc1ccccc1CNC(=O)COC(=O)CCC(=O)c1cccs1,2%,2%,-4%,-3%,-9%,0%,2%,3%,-2%,0%,-6
O=C(Cn1cc(C(=O)c2cccs2)c2ccccc21)NC1CCCCC1,-2%,2%,-4%,?,-1%,10%,?,2%,-1%,5%,2
